Screens as filed in PubChem.
Nrf2 inh: inhibitors of Nrf2 signaling; Potency, µM (doses to about 46 µM), for inactives: top-dose activity change, negative = inhibition, actives largely listed as inhibitors; actives 2.1% (n = 360,000); A549 ARE-Fluc reporter, luciferase luminescence, 18-24 h; note: potency is the fitted concentration of half-maximal effect; % is set by controls: 0 for no effect and ±100 for the full control effect; nearly all actives have a fitted effect of over 60% in size
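Nrf2 function is reported as luminescence of an ARE-controlled luciferase in A549 cells. Compounds were tested at several concentrations, and a CellTiter-Fluor read on the same wells flagged cytotoxicity.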
Nrf2 activator: activates Nrf2 signaling; AREc32 ARE-luciferase reporter (MCF7-derived line), luminescence, 24 h; Potency, µM (highest dose often 46.1 µM), for the others: at the highest dose activation, hits mostly activators; actives 0.31% (n = 410,000); note: potency is the fitted concentration of half-maximal effect; % of control where 0% means no effect; nearly all actives have a fitted effect of over 65% in size
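ARE activation measured as luciferase luminescence (Steady-Glo, 30 min RT) in AREc32_Fluc cells after 24 hr compound exposure at 37 deg C, 5% CO2; cells seeded overnight at 1000/well in OPTI-MEM, 5% FBS.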
HepG2 viability: HepG2 cytotoxicity, counter-screen for TGF-b inhibitors; AID 588856; Potency, µM (series often up to 46.1 µM), without a hit: at the top dose activity change, negative = cytotoxicity, most hits filed as cytotoxic; actives 0.76% (n = 410,000); HepG2 CAGA-GFP viability, ATP luminescence, 18 h; note: potency is the fitted concentration of half-maximal effect; some results filed as inactive show a strong effect at the top dose
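CellTiter-Glo luminescence gave cytotoxicity after 18 hours at 37 degrees C. The cells were HepG2 CAGA-GFP in 1% FBS DMEM, stimulated with 500 pg/mL TGF-beta after compound addition. %Activity was normalised to no-cell wells (complete cell-killing) and DMSO (no toxicity), and curves were fitted and classified.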
Mm-Cpn inhibitor: inhibitors of Methanococcus maripaludis chaperonin (MmCpn). purified Mm-Cpn ATPase, ADP Transcreener TR-FRET. Potency, µM (series often up to 76.9 µM), for inactives: at the highest dose activity, negative = inhibition, most hits filed as inhibitors. actives 0.031% (n = 330,000). AID 504842; note: potency is the fitted concentration of half-maximal effect; % is set by controls: 0 for no effect and ±100 for the full control effect; nearly all actives have a fitted effect of over 80% in size
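Eu-cryptate anti-ADP/ADP-d2 competition gives a ratio inversely related to ADP. Enzyme at 25 nM was pre-exposed to compound for 10 min, then given 10 uM ATP for 30 min, 37°C throughout.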
A549 tox: counter-screen for Nrf2 inhibitors: cytotoxicity in A549 cells; A549 ARE-Fluc cells, CellTiter-Fluor viability, 18-24 h; Potency, µM (series often up to 46 µM), for inactives: at the highest dose activity change, negative = cytotoxicity, usual class: inhibitors; actives 0.16% (n = 390,000); AID 504648; note: potency is the fitted concentration of half-maximal effect; % is set by controls: 0 for no effect and ±100 for the full control effect
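A549 ARE_Fluc cells in 5% FBS OPTI-MEM were exposed to compounds in concentration-response for 18-24 h at 37 deg C. Viability was read by CellTiter-Fluor fluorescence (Ex 405/Em 525) after 30 min, before the luciferase read.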
Abeta rescue: compounds reversing amyloid beta toxicity in yeast; yeast expressing A-beta42, growth rescue, OD600, 48 h; response scale: 0% DMSO, 100% iron-clioquinol control; Potency, µM (titrated, usually from 46.1 µM), inactives show at the highest dose growth rescue, most hits filed as activators; actives 0.063% (n = 410,000); note: potency is the fitted concentration of half-maximal effect; nearly all actives have a fitted effect of over 55% in size
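Growth rescue measured by 600 nm absorbance after 48 h yeast culture at 30 C with compound. Values normalized between DMSO and an equimolar ferric chloride plus clioquinol control.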
pAkt inh: Akt phosphorylation inhibition. Neuro2A IGF-stimulated pAkt S473 HTRF, 20 min; active compounds read low. activity change, % for hits at 50 µM. actives 0.32% (n = 360,000). AID 651550; in the data active = activity change below about -80%; inconclusive = mostly about -51% to -80%; note: % is set by controls: 0 for no effect and ±100 for the full control effect
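Single-point screen (50 µM final compound) in Neuro2A cells stimulated 20 min with 6 nM IGF at 37 deg C. After lysis, Ser473-phosphorylated Akt read by HTRF (ex 330 nm, em 615/665 nm) as the 665/615 ratio.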
CCT modulator: modulators of cytosolic chaperonin (CCT/TRiC) activity; activity change, % (test concentration not listed), hits read low; purified chaperonin ATPase assay, HTRF ADP detection, 30 min; actives 0.3% (n = 360,000); AID 651819; in the data active = activity change below about -30%; note: % is set by controls: 0 for no effect and ±100 for the full control effect
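TRiC (40 or 20 nM final, by batch activity) in 30 mM Tris pH 7.4, 100 mM KCl, 5 mM MgCl2, 1 mM DTT was treated with compound at 76 uM single dose, then 10 uM ATP, 30 min at 37 °C. ADP was read by HTRF Transcreener.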
TGFb SMAD3 inh: inhibitors of TGF-b signaling | Potency, µM (doses to about 46.1 µM), for inactives: top-dose activity, negative = inhibition, most hits filed as inhibitors | AID 588855 | HepG2 CAGA-GFP TGF-b/SMAD3 reporter, GFP fluorescence, 18 h; TGF-beta stimulated, 500 pg/mL final | actives 1.2% (n = 410,000); note: potency is the fitted concentration of half-maximal effect; % is set by controls: 0 for no effect and ±100 for the full control effect; nearly all actives have a fitted effect of over 65% in size
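Per well, imaged GFP fluorescence of HEPG2 CAGA-GFP cells gives the signal; cells get compound, then TGF-beta (500 pg/mL final), 18 h at 37 degrees C; %Activity versus -TGF-beta and +DMSO controls.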
* hit, by the source's call; i = inactive; ? = inconclusive; . = no result given. Unless noted, calls come from the whole dose curve; as a rule, active = well fitted curve in the direction sought with a large enough effect; inconclusive = small, poorly fitted or top-dose-only effect, or another doubt; inactive = no such curve, though single readings can be large; an effect the other way counts as inactive or inconclusive.

Preview, 4 compounds:
SMILES	Nrf2 inh	Nrf2 activator	HepG2 viability	Mm-Cpn inhibitor	A549 tox	Abeta rescue	pAkt inh	CCT modulator	TGFb SMAD3 inh
Cc1cc(NC(=O)c2cc3n(n2)C(C(F)(F)F)CC(c2ccco2)N3)no1 (stereo not given)	-40%	-0.6%	-6%	4%	2%	5%	i	0.7	-6%
COc1ccc(-c2c(C)c3ccc(O)c(CN4CCCC(C)C4)c3oc2=O)cc1OC (stereo not given)	.	0.2%	-13%	.	22%	-7%	.	.	-9%
Oc1ccc(C(c2nnnn2C2CCCC2)N2CCc3ccccc3C2)cc1 (stereo not given)	14%	3.1%	-11%	2%	4%	9%	i	2.0	-6%
Cc1ccc(N2C(=O)CC(c3ccccc3F)C3=C2COC3=O)cc1Cl (stereo not given)	?	0.6%	-6%	.	6%	-21%	.	.	-31%

Main list, from the start:
SMILES	Nrf2 inh	Nrf2 activator	HepG2 viability	Mm-Cpn inhibitor	A549 tox	Abeta rescue	pAkt inh	CCT modulator	TGFb SMAD3 inh
Cc1cc(NC(=O)c2cc3n(n2)C(C(F)(F)F)CC(c2ccco2)N3)no1 (stereo not given)	-40%	-0.6%	-6%	4%	2%	5%	i	0.7	-6%
COc1ccc(-c2c(C)c3ccc(O)c(CN4CCCC(C)C4)c3oc2=O)cc1OC (stereo not given)	.	0.2%	-13%	.	22%	-7%	.	.	-9%
Oc1ccc(C(c2nnnn2C2CCCC2)N2CCc3ccccc3C2)cc1 (stereo not given)	14%	3.1%	-11%	2%	4%	9%	i	2.0	-6%
Cc1ccc(N2C(=O)CC(c3ccccc3F)C3=C2COC3=O)cc1Cl (stereo not given)	?	0.6%	-6%	.	6%	-21%	.	.	-31%
CC(C)(C)NC(=O)C(c1cccs1)N(Cc1cccs1)C(=O)c1csnn1 (stereo not given)	3%	-0.2%	-19%	0%	-1%	9%	i	-1.4	1%
CCC(C(=O)NC1CCCC1)n1c2ccccc2c2nc(=O)cc(C)n21 (stereo not given)	8%	-0.5%	7%	.	5%	-7%	i	0.3	0%
Cn1c(=O)[nH]c(=O)c2c1nc(NCCc1ccccc1)n2CC(O)COc1ccccc1 (stereo not given)	-1%	0.0%	0%	-1%	-2%	-7%	i	-0.6	1%
CC(CN1C(C)CCCC1C)OC(=O)c1ccccc1Br (stereo not given)	-12%	-0.3%	5%	1%	-10%	8%	i	-16	1%
COc1ccc([N+](=O)[O-])cc1NC(=O)C(C)N(C)Cc1ccc(Br)cc1 (stereo not given)	-2%	3.7%	21%	0%	-2%	8%	i	-2.9	-23%
COc1ccc(CC(=O)NC2CC(C)(C)NC(C)(C)C2)cc1OC	-2%	1.2%	-11%	3%	5%	6%	i	-0.5	-3%
CCOC(=O)c1c(C2CC2)csc1NC(=O)CSCc1c(C)noc1C	-26%	0.1%	-16%	1%	12%	-22%	i	2.9	-3%
COc1ccc2c(c1)[nH]c1c(=O)n(CC3CCCO3)cnc12 (stereo not given)	20%	1.3%	-15%	1%	6%	11%	i	-0.8	0%
Cc1cccc(N2CCN(C(=O)CSc3nnnn3C3CC3)CC2)c1C	16%	-0.2%	-3%	-1%	-2%	2%	i	1.1	-8%
CCOc1cccc(/C=N/N=C/c2cccc(OCC)c2O)c1O	8%	0.1%	6%	0%	3%	-6%	i	-0.3	0%
CCC(C)C(NC(=O)C1CCC(C)CC1)C(=O)Nc1ccc(OC)cc1 (stereo not given)	-1%	-0.4%	-16%	0%	0%	-11%	i	0.6	17%
Cc1nc(-c2ccc(S(=O)(=O)N3CCN(CCc4ccccc4)CC3)s2)cs1	23µM*	-0.4%	14%	3%	-7%	9%	i	-2.5	1%
O=C(CCc1nc(-c2cccs2)no1)Nc1cnc2ccccc2c1	16%	1.5%	1%	-11%	-4%	0%	i	1.0	?
COc1ccc(Nc2nc(N3CCCC3)nc(N3CCOCC3)n2)cc1	-28%	-0.4%	-30%	.	15%	-8%	.	.	-8%
CC(=O)Nc1ccc(S(=O)(=O)NC2(C(F)(F)F)NC(=O)N(CCc3ccc(F)cc3)C2=O)cc1 (stereo not given)	?	0.4%	13%	.	11%	-1%	.	.	-4%
O=C1[C@H]2[C@@H](c3ccc(F)cc3)N3C(=O)N(c4ccc(Br)cc4)C(=O)[C@@]3(Cc3ccccc3)[C@H]2C(=O)N1C1CCCCC1	0%	0.2%	-4%	2%	-1%	2%	i	-1.4	2%
CCOc1ccc(NS(=O)(=O)c2cc(C(=O)N3CCC3)ccc2Cl)cc1	0%	-0.3%	-2%	1%	2%	16%	i	-1.1	-3%
O=C1c2ccccc2-c2n[nH]c(=O)c3ccc(N4CCCCC4)c1c23	?	0.5%	-2%	-2%	?	-32%	i	-0.2	-5%
N#C/C(=C/c1ccncc1)c1nc2ccccc2c(=O)[nH]1	-3%	3.2%	1%	0%	-4%	7%	i	-2.3	-6%
COc1ccc(F)c(CN2CCC(CO)(Cc3cccc(C(F)(F)F)c3)CC2)c1	2%	2.9%	-45%	0%	-3%	-5%	i	0.2	?
CCn1c(SCC(=O)N/N=C/c2c[nH]c3ccccc23)nnc1-c1ccc(Cl)cc1	15%	3.2%	1%	0%	-4%	0%	i	-1.6	?

Quoted from the listing:
For Mm-Cpn inhibitor, `CC(C)(C)NC(=O)C(c1cccs1)N(Cc1cccs1)C(=O)c1csnn1` (stereo not given) reads 0%
For Mm-Cpn inhibitor, `CCOc1ccc(NS(=O)(=O)c2cc(C(=O)N3CCC3)ccc2Cl)cc1` reads 1%

The listing continues:
SMILES	Nrf2 inh	Nrf2 activator	HepG2 viability	Mm-Cpn inhibitor	A549 tox	Abeta rescue	pAkt inh	CCT modulator	TGFb SMAD3 inh
COc1ccc(N2CC(C(=O)Nc3cccc(C)n3)CC2=O)cc1 (stereo not given)	19%	-0.5%	8%	1%	-3%	-5%	i	-0.5	7%
Cc1cc(Cl)ccc1OCCCC(=O)NO	?	?	-68%	1%	-9%	12%	i	0.4	22%
CCC(Sc1nc(C)cc(C)n1)C(=O)Nc1nccs1 (stereo not given)	-1%	0.4%	3%	-5%	0%	2%	i	-4.4	2%
COc1ccc(NC(=O)CN2C(=O)NC(C)(c3ccc4c(c3)OCCO4)C2=O)cc1S(N)(=O)=O (stereo not given)	18%	3.8%	4%	-1%	2%	4%	i	-0.3	0%
CN1CCc2nc3sc(C(=O)Nc4cccc(C#N)c4)c(N)c3cc2C1	19%	16%	-17%	.	8%	-17%	.	.	?
Cc1cc(Br)c(S(=O)(=O)NCc2ccncc2)cc1C	3.7µM*	-0.1%	-15%	0%	-19%	-3%	i	-2.0	?
Cc1ccc(NC(=O)Cn2c(=O)oc3ccccc32)c(C)c1	2%	0.2%	3%	0%	4%	11%	i	-4.5	-1%
Fc1ccccc1/C=N/Nc1ccc(Cl)nn1	17%	7.5%	3%	1%	1%	6%	i	1.2	5%
Cc1noc(C)c1COc1ccccc1C(=O)NC(C)c1ccc(Cl)cc1 (stereo not given)	?	0.1%	-2%	0%	-10%	2%	i	0.4	6%
Cc1cc(NS(=O)(=O)c2ccc(NC(=O)C(C)Oc3ccc(Cl)cc3)cc2)no1 (stereo not given)	.	-1.1%	4%	3%	-2%	-7%	i	-2.7	6%
CCOc1ccc(CN(C)CC(=O)Nc2cccc(C)c2)cc1OC	?	2.3%	-8%	0%	-9%	-12%	i	1.7	2%
Cc1ccccc1SCC(=O)N1CCN(c2ccc(C(F)(F)F)cn2)CC1	3.7µM*	1.5%	3%	3%	-1%	29%	i	-1.2	-17%
CC(C)Cc1nnc(NC(=O)C2CCN(C(=O)c3ccc(Cl)cc3)CC2)s1	-15%	-0.6%	10%	0%	-13%	-4%	i	-1.8	?
C/C(=N\NC(=O)c1cc2ccccc2cc1O)c1ccccn1	?	0.1%	3%	-2%	-25%	?	i	0.3	1%
COc1cc(-c2cc(=O)c3c(O)c(OC)c(OC)c(OC)c3o2)cc(OC)c1OC	?	0.2%	-4%	0%	1%	6%	i	-3.6	-3%
CN(Cc1ccccc1)C(=O)CCNS(=O)(=O)c1ccc2c(c1)oc(=O)n2C	.	-0.2%	4%	-1%	0%	-3%	.	-1.1	1%
CC(Oc1ccc2c3c(c(=O)oc2c1)CCCC3)C(=O)NCc1cccnc1 (stereo not given)	11%	-0.1%	-8%	1%	1%	-9%	.	-3.2	-4%
